RORgamma inh – inhibitors of mouse ROR gamma transcriptional activity. P51450. Drosophila S2 Gal4-RORgamma UAS-luciferase reporter, 20 h. Potency, µM (titrated, usually from 53.6 µM), without a hit: at the highest dose activity change, negative = inhibition, most hits filed as inhibitors. actives 5.4% (n = 310,000). AID 2551; further: potency means the concentration at half of the fitted maximal effect; on the % scale 0 is the no-effect control and ±100 the full control effect; nearly all actives have a fitted effect of over 60% in size
Target sequence (P51450 whole entry, looked up, the tested form may be a part): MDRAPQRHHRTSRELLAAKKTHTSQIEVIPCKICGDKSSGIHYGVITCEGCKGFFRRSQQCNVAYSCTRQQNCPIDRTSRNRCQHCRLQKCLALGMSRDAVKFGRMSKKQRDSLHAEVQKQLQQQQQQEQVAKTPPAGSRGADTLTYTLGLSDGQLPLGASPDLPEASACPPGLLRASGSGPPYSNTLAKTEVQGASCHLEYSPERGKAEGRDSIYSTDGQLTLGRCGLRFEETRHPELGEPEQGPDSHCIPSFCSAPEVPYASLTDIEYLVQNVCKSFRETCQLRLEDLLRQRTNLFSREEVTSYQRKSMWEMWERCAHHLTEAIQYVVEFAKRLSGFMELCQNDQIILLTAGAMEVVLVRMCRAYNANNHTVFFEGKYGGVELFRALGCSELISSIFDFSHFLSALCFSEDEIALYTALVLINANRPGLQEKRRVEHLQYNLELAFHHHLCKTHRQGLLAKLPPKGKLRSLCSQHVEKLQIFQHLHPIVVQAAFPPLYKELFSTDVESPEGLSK
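In this cell-based reporter format, copper sulfate (700 uM final) drives Gal4–ROR gamma fusion expression from a metallothionein promoter in Drosophila Schneider cells; compounds preincubated 1 hr, reporter read after 20 hr at ambient temperature.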
VP16 counter – inhibits Gal4-VP16 luciferase reporter, ROR gamma counter-screen. AID 2546. actives 3.5% (n = 310,000). Drosophila S2 Gal4-VP16 UAS-luciferase, luminescence, 20 h. Potency, µM (top dose mostly 53.6 µM), for inactives: top-dose activity, negative = inhibition, most hits filed as inhibitors;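 further: Gal4-VP16 expression switched on by copper sulfate through the metallothionein promoter; potency means the concentration at half of the fitted maximal effect; on the % scale 0 is the no-effect control and ±100 the full control effect; nearly all actives have a fitted effect of over 50% in size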
ELG1 genotoxic – inducers of genotoxicity in HEK293T ELG1-luciferase cells; AID 504466; actives 1.3% (n = 330,000); HEK293T ELG1-luciferase reporter, luminescence, 16 h; Potency, µM (series often up to 46 µM), without a hit: top-dose activity change, positive = activation, most hits filed as activators; further: potency means the concentration at half of the fitted maximal effect; % of control where 0% means no effect; nearly all actives have a fitted effect of over 60% in size
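16 hr compound incubation (37 °C, 5% CO2) of HEK293T cells carrying luciferase-tagged ELG1; luciferase then measured by ONE-Glo luminescence after 30 min at RT.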
Coupling enz – counter-screen for Giardia aldolase inhibitors: coupling enzyme system; coupling enzyme system counterscreen, AmpLite Red fluorescence; actives 0.67% (n = 290,000); activity change, negative = inhibition, % at 58.2 µM, hits read low; AID 2472; in the data active means activity change below about -30%; further: on the % scale 0 is the no-effect control and ±100 the full control effect
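Activity here indicates interference with the coupling reaction, not aldolase inhibition. Compounds at 57.5 uM final met coupling enzymes for 10 min at RT; substrate and AmpLite Red detection followed, with a 525/598 nm fluorescence read after 20 min.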
Rab9 promoter act – activates the Rab9 promoter; Huh7 Rab9 promoter-luciferase reporter, luminescence, 24 h; Potency, µM (series often up to 9.22 µM), without a hit: at the highest dose activation, negative = inhibition, hits mostly activators; actives 2.8% (n = 320,000); AID 485297; further: potency means the concentration at half of the fitted maximal effect; % of control where 0% means no effect; nearly all actives have a fitted effect of over 60% in size
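Rab9 promoter-driven luciferase in stably transfected Huh7 cells; 1500 cells/well rested 2 h, exposed to compound in DMSO for 24 h at 37 °C, 5% CO2. Luminescence read 10 min after adding luciferase reagent at ambient temperature.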
KCNH2 3.1 block – inhibitors of human KCNH2 3.1 potassium channel isoform; activity change, % (tested at about 1.8 µM); actives 0.95% (n = 340,000); U2OS KCNH2 3.1, thallium flux FluxOr; stronger effect = lower value;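 active means maximum activity change below -70%; inconclusive means maximum activity change from -70% to -50%; inactive means maximum activity change above -50%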;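 further: thallium influx rate constant from kinetic fluorescence after stimulation buffer; on the % scale 0 is the no-effect control and ±100 the full control effect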
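Measured as rate of thallium-driven FluxOr signal in transduced U2OS cells carrying the 3.1 channel, read kinetically for 2 min upon stimulation; values are rate constants scaled to DMSO control wells.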
Tb PFK inh – inhibitors of T. brucei phosphofructokinase. O15648. T. brucei PFK, ADP-Glo luminescence. Potency, µM (series often up to 57.5 µM), for inactives: at the highest dose activity, negative = inhibition, usual class: inhibitors. actives 0.17% (n = 330,000);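 further: potency means the concentration at half of the fitted maximal effect; 0% = uninhibited 1x PFK enzyme wells and -100% = no-enzyme wells; nearly all actives have a fitted effect of over 60% in size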
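Luminescent ADP detection (ADP-Glo, two-step: ATP depletion then ADP-to-ATP conversion for luciferase) reported PFK activity after 45 min room-temperature reaction of 1.25 nM enzyme with 0.5 mM F6P and 0.1 mM ATP at pH 8.0.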
FLuc modulator – counter-screen for miR-21 project: firefly luciferase inhibitors or activators; purified FLuc, Km substrates, luminescence inhibition; Potency, µM (series often up to 57.5 µM), for the others: at the top dose activity change, negative = inhibition, most hits filed as inhibitors; actives 6.9% (n = 360,000); AID 588342;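 further: potency means the concentration at half of the fitted maximal effect; plate controls were vehicle for no effect and reference inhibitor for full effect; nearly all actives have a fitted effect of over 55% in size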
Target sequence (P08659 whole entry, looked up): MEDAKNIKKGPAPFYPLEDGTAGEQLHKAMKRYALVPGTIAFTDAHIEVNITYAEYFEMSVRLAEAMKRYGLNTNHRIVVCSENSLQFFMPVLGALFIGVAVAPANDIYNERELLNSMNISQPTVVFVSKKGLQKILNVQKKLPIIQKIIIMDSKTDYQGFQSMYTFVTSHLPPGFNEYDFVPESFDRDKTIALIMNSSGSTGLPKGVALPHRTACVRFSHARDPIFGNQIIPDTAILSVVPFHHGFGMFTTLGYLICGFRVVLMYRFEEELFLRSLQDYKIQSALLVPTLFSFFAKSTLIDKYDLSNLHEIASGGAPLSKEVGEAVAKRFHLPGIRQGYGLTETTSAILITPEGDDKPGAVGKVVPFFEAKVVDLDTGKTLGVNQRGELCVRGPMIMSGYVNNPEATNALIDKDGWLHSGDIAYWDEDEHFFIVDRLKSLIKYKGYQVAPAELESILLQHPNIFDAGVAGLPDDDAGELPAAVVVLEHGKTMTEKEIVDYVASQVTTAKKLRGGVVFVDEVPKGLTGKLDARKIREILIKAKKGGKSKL
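Purified P. pyralis luciferase (10nM final) with 10uM D-luciferin and 10uM ATP (Km levels) in 50mM Tris acetate pH 7.5, 10mM Mg acetate, 0.01% Tween-20, 0.05% BSA; qHTS 6-point titration, ~60 µM downward; luminescence read.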
Giardia kill – Giardia lamblia killing | Giardia lamblia trophozoite viability | activity change, % at 7.66 µM, hits read low | actives 0.15% (n = 340,000); in the data active means activity change below about -80%; inconclusive means between about -30% and that limit;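 further: parasites exposed to compound for two days anaerobically before the ATP read; on the % scale 0 is the no-effect control and ±100 the full control effect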
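Giardia lamblia trophozoites (100 cells/well) were incubated with compounds for 48 h at 37 deg C under anaerobic conditions. Viability was read as ATP content by one-step luminescence after 15-30 min at room temperature.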
uPA generation – inhibitors of cell surface uPA generation | Potency, µM (doses to about 38.3 µM), for inactives: at the highest dose activity change, negative = inhibition, hits mostly inhibitors | actives 0.31% (n = 330,000) | cell surface uPA generation assay, qHTS; active means well fitted inhibition curve with a large enough effect; inconclusive means small, poorly fitted or top-dose-only effect; inactive means no such curve, though single readings can be large or run the other way; tested in mouse RAW 264.7 cells; further: potency means the concentration at half of the fitted maximal effect; on the % scale 0 is the no-effect control and ±100 the full control effect; nearly all actives have a fitted effect of over 55% in size
NPC1 promoter act – NPC1 promoter activation; Huh7 NPC1 promoter luciferase reporter, 24 h; Potency, µM (doses to about 9.22 µM), without a hit: at the top dose activation, most hits filed as activators; actives 2.4% (n = 320,000); AID 485313;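 further: potency means the concentration at half of the fitted maximal effect; % of control where 0% means no effect; nearly all actives have a fitted effect of over 60% in size; reporter is driven by a mutant NPC1 promoter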
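Huh7 cells stably carrying NPC1 promoter–luciferase, plated in Opti-MEM with 10% FBS for 2 h, were exposed to compound in DMSO for 24 h at 37 °C; luciferase reagent was added for 10 min and luminescence read.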
An asterisk follows results filed as active; ? = inconclusive; . = not tested or not shown; [ ] = remark or other dose. Unless noted, the call rests on the fitted dose curve; in most records, active means well fitted curve in the direction sought with a large enough effect; inconclusive means small, poorly fitted or top-dose-only effect, or another doubt; inactive means no such curve, though single readings can be large; an effect the other way counts as inactive or inconclusive. Hits appear at their usual frequency. About 14% of those tested had a hit in this group.

SMILES | RORgamma inh | VP16 counter | ELG1 genotoxic | Coupling enz | Rab9 promoter act | KCNH2 3.1 block | Tb PFK inh | FLuc modulator | Giardia kill | uPA generation | NPC1 promoter act
CN(C)S(=O)(=O)c1ccc(C(=O)N2CC(=O)Nc3ccc(F)cc3C2c2ccc(F)cc2)cc1 (stereo not given) | 3% | 4% | 0% | 0 | -1% | -2 | 1% | 1% | -7 | ? | 2%
COC(=O)c1cc2c(s1)CS(=O)C2 (stereo not given) | 4% | 9% | ? | 0 | 4µM* | 5 | -2% | 13µM* | -17 | 3% | 2.5µM*
O=C(CN1C(=O)/C(=C\c2ccco2)SC1=S)Nc1ccc(O)cc1C(=O)O | 1% | -5% | -1% | . | -1% | -6 | -7% | ? | -5 | 14% | -4%
COCC1CCN(C(=O)CCc2nnc(C3(c4ccc(Cl)cc4)CCC3)o2)C1 (stereo not given) | 13% | 28% | ? | 2 | ? | . | -3% | ? | 7 | 0% | ?
CCOC(=O)C1=C(C)c2ccccc2OC1(C)C(=O)OCC (stereo not given) | 14% | -21% | 1% | -2 | . | -9 | 1% | . | 34[activator] | -8% | .
N#Cc1cccc(NC(=O)c2cncn2-c2ccccc2)c1 | 0% | 2% | 2% | 6 | 2% | -11 | -7% | 2% | 10 | 4% | 0%
CCOC(=O)c1c(C)[nH]c(C(=O)OCC(=O)c2ccc3c(c2)NC(=O)CO3)c1C | . | . | -4% | . | -2% | -4 | -6% | 5% | -3 | 14% | -3%
O=C(Nn1c(=O)[nH]c2ccccc2c1=O)c1ccco1 | 1% | 4% | 2% | -1 | 0% | 2 | 1% | 5% | -5 | 1% | -2%
Cc1csc(NC(=O)c2ccco2)c1C(=O)c1ccccc1 | 16% | 7% | 8% | 1 | -3% | -3 | -1% | -3% | 21 | 0% | 0%
COc1ccc2c(c1)c(CC(=O)OCC(N)=O)c(C)n2C(=O)c1ccc(Cl)cc1 | 21% | 1% | -10% | 1 | -1% | 2 | 1% | 2% | -12 | 7% | -2%
CN(C)CCNc1oc(COc2ccc(Cl)cc2)nc1C#N | 26% | -1% | 1% | 4 | 5% | -39 | ? | 3%[2.3 µM] | 3 | -2% | 0%
CC(C)CC(=O)Nc1ccccc1-c1nnn(CC(=O)N2CCc3ccccc3C2)n1 | 28% | -1% | -11% | -2 | -3% | -2 | 1% | 2% | 8 | 6% | 1%
Cc1cc(N2CCN(C(c3ccccc3)c3ccc(Cl)cc3)CC2)n2ncnc2n1 (stereo not given) | 12% | -2% | -4% | -3 | 1% | 1 | 0% | 0% | 4 | 15% | 0%
O=C(CCn1nc(-c2ccc(Cl)cc2)ccc1=O)N1CCN(c2ccc(F)cc2)CC1 | -1% | -10% | -12% | 4 | -8% | -13 | 2% | -1% | -3 | ? | -2%
O=C(CC(CC(=O)c1ccccc1)C(=O)O)c1ccccc1 | 0% | 6% | -10% | 3 | -1% | -5 | 10% | 3% | 27 | . | 0%
COC(=O)c1ccc(/C=C/C(=O)OCC(=O)Nc2cc(C)on2)cc1 | . | . | 0% | . | . | -11 | -3% | . | 6 | 5% | .
CCOC(=O)c1cn(CC2CC2)c2cc(F)c(F)cc2c1=O | -21% | 10% | -2% | 0 | -1% | -2 | -1% | -1% | -3 | -2% | -4%
Cc1cc(NC(=O)Cn2c(C)nc3ccccc3c2=O)ccc1Br | 35% | -5% | -2% | 4 | -3% | 1 | -3% | 1% | -14 | -1% | 0%
Cc1cccc(-n2c(Cn3nc(C)c([N+](=O)[O-])c3C)n[nH]c2=S)c1 | 11µM* | -5% | -2% | 8 | -6% | 3 | -11% | 1% | 3 | -1% | -1%
CCOC(=O)N1CCC(N2C(=O)c3ccc(C(=O)Nc4cccc(OC)c4)cc3C2=O)CC1 | -8% | -25% | 3% | . | 0% | 4 | -4% | 2% | 0 | -4% | 2%
O=C1C=C(c2ccccc2)C[C@H](c2cccs2)[C@H]1n1cnc([N+](=O)[O-])c1 | -1% | -6% | -7% | 1 | 1% | -2 | 5% | -1% | -4 | 3% | -2%
Cn1c(CN2CCN(c3ccccc3NS(C)(=O)=O)CC2)nc2ccccc21 | -28% | -12% | -7% | 0 | -3%[1.84 µM] | -7 | -1% | -2% | -16 | -11% | -6%
COc1ccc(-c2cn(CC3CCCCC3)nn2)cc1 | 29% | ? | ? | 0 | 2.8µM* | -7 | -3% | ? | -21 | -3% | 4µM*
O=C(Cc1ccc(Br)cc1)N/N=C/c1cccnc1 | 20% | -1% | 1% | . | -5% | 3 | 17µM* | 0% | -20 | 9% | -8%
O=C(CCNc1n[nH]c(=O)[nH]c1=O)N1CCOCC1 | -43% | 0% | -1% | 3 | 2% | -5 | -2% | 0% | 19 | 6% | -1%
CC(C)(C)C(=O)Nc1sc2c(c1C#N)CCCCC2 | 30% | -1% | 4% | -3 | 5% | 2 | -3% | -5% | -8 | -2% | 21%
O=C(Nc1ccccn1)C1CCN(S(=O)(=O)c2cccs2)CC1 | -2% | 1% | -8% | 0 | 0% | 2 | 3% | 1% | -13 | -1% | -2%
Cc1nc(N2CCc3ccccc3C2)[nH]c(=O)c1CCC(C)C | 24% | 9% | 0% | 2 | ? | 4 | -2% | -1% | -10 | 5% | 22%
CCOC(=O)c1ccc(NC(=S)N(CCCN(CC)CC)Cc2ccco2)cc1 | -8% | -11% | -1% | 0 | 2% | ? | -2% | -2% | -4 | -9% | 0%
CC(C)Oc1cccc(-c2cc(C(=O)NN3CCOCC3)c3ccccc3n2)c1 | 10% | -1% | -1% | . | -2%[1.84 µM] | -5 | -8% | 13µM* | 5 | 0% | -1%
C=CCc1ccc(OCCOCCNCCCC)c(OC)c1 | 2% | -6% | -2% | -3 | -13% | -4 | -11% | 4% | 23 | 0% | -1%
COc1ccc(/C=C/C(=O)Nc2nnc(C(C)C)s2)cc1OC | 12% | -4% | -1% | 1 | -1% | -4 | 2% | 5% | 12 | 7% | 1%
CSC1=NCCN1C(=O)c1ccc(S(=O)(=O)N2CCOCC2)cc1 | 5% | -7% | -1% | 2 | -5% | 29 | 3% | 1% | 36[activator] | -11% | 0%
C/C(=N\NC(=O)c1cccs1)c1ccc2c(c1)OCO2 | 19% | -6% | ? | 3 | ? | -5 | -2% | ? | 4 | -9% | ?
CCN(c1ccccc1)S(=O)(=O)c1ccc(C(=O)NCc2ccco2)cc1 | . | . | -1% | . | . | -20 | -9% | . | 3 | -11% | .
CCOC(=O)CC1Sc2ccccc2NC1=O (stereo not given) | 37% | -2% | 3% | -3 | 2% | -2 | 0% | -9% | 8 | . | 1%
CCOc1cc(C2C3=C(CCCC3=O)Nc3nc(C(=O)OC)nn32)ccc1OC (stereo not given) | -12% | 0% | 6% | 1 | -1% | 2 | 3% | 0% | -10 | . | -1%
CCOc1ccc(C(=O)Nc2cc(C)ccn2)cc1 | 8.9µM* | 10µM* | -10% | -1 | 0.32µM* | 22 | -27% | 1.3µM* | -88* | -19% | 0.71µM*
CCCOc1ccccc1/C=C1\SC(N2CCCCC2)=NC1=O | 12% | 21% | -10% | 5 | 23% | -3 | -2% | 12µM* | 5 | -5% | ?
OC(COCc1ccc(Cl)cc1)CN1CCN(c2ccccn2)CC1 (stereo not given) | 5% | -1% | 0% | 0 | -8% | -32 | 0% | -2% | -8 | -6% | 1%
Cc1[nH]n(-c2ccccc2)c(=O)c1/C=N/N(c1ccccc1)c1ccccc1 | 5.6µM* | ? | -5% | 9 | -9% | 6 | -1% | -10% | -11 | 4% | -2%
COc1ccc(NC(=O)CNc2cccc(S(=O)(=O)N3CCCCCC3)c2)c([N+](=O)[O-])c1 | . | . | -13% | . | -6% | -5 | -17% | 3% | 0 | 6% | -2%
CC(=O)Oc1ccc(CCC(C)OC(C)=O)cc1 (stereo not given) | -12%[0.365 µM] | . | 0% | 2 | -1% | 1 | 16% | -3% | -11 | -17% | -3%
CCc1cccc(C)c1NC(=O)COC(=O)c1c2c(nc3ccccc13)/C(=C\c1cccs1)CCC2 | ? | -24% | -12% | -2 | -31%[inhibitor] | -23 | -5% | 0% | -10 | 13% | -26%
CC(=O)Nc1ccc(N2C(=O)CSC2c2ccc(F)cc2)cc1 (stereo not given) | 8% | 2% | -5% | 3 | 1% | -4 | 4% | 1% | 5 | 7% | -1%
CCC(CO)Oc1cc(NC(=O)c2ccc(C)cc2)c2ncn(C(C)C)c2c1 (stereo not given) | . | . | 4% | . | -5% | 6 | 2% | -2% | 9 | 6% | -3%
COc1ccccc1NC(=O)N(Cc1ccccc1)c1ccccn1 | -1% | 21% | ? | 1 | 0% | 3 | 14% | ? | 7 | -10% | 0%
